# From PubChem BioAssay
# TAG inh: inhibitors of triacylglycerol accumulation, primary screen, cell-based, uHTS, fluorescence, H9c2; H9c2 cells, Nile Red lipid (TAG) fluorescence; cells loaded with 200 µM oleic acid; inhibition, % at 12.5 µM; actives 0.66% (n = 230,000);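 active = pattern-corrected inhibition of lipid staining of at least 50% with the nuclear-stain viability signal not falling by more than 50%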;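 note: 0% = DMSO wells and 100% = triacsin C control wells; some results filed as inactive read as strong as hits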
# TAG inh DAPI viability: further read-out of TAG inh, marked with its call; DAPI nuclei signal change (viability), lower = more cytotoxic, %;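 whole-well DAPI fluorescence read on a plate reader as a viability signal; minus 50 percent equals half of cells still viable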
# The depositor's hits bear a star; i = inactive.
SMILES,TAG inh,TAG inh DAPI viability
O=C(CN=C1NS(=O)(=O)c2ccccc21)OCC(=O)c1ccccc1,3,-3
CCCNC(=O)NCc1ccc(N2CCCC2=O)cc1,17,-13
O=C(C[n+]1cccc(/C=N/O)c1)N1CCCc2ccccc21,4,0
CCOc1ccc(NC(=O)CN(C)C(=O)Cn2c(=O)cnc3ccccc32)cc1OCC,12,-7
COc1ccc(C(=O)NCCS(=O)(=O)NC2CCCC2)cc1,-1,-5
COc1ccc(Nc2oc(-c3ccc(OC)cc3)nc2C#N)cc1,24,-9
Cn1c(=O)cc(OCCCC(=O)NCCN2CCN(c3ccccc3F)CC2)c2ccccc21,7,-3
COc1ccc(CNC(=O)CN2C(=O)NC(c3ccccc3)(c3ccccc3)C2=O)cc1,14,-13
CCOC(=O)N1CCC(NC(=O)CCC(=O)N2CCOc3ccc(C)cc32)CC1,15,-16
COc1ccc(C(=O)COC(=O)CNC(=O)c2ccc(OC)cc2)cc1,1,4
C#CCOCCOCCOCCNc1nc(N2CCN(C(=O)C([C@@H](C)O)n3cc([C@@H](N)CCCCN)nn3)CC2)nc(N2CCN(C(=O)[C@H](CCCCN)n3cc([C@@H](N)CC(N)=O)nn3)CC2)n1 (some centres undefined),-6,5
COc1ccc(/C=C2\SC(=O)N=C2N)cc1OC,3,-3
COc1ccccc1OCC(=O)Nc1cccc(S(=O)(=O)NC2=NCCCCC2)c1,-13,-7
COC(=O)c1cccc(N(C(=O)CNC(=O)c2ccco2)C(C(=O)NC2CCCC2)c2ccco2)c1 (centres undefined),6,-13
Cc1ccc(C(=O)NC(=S)Nc2cc(C(F)(F)F)ccc2Cl)cc1,-22,-5
C/C(CC(=O)Nc1ccc(C)c(Cl)c1)=N\NC(=O)Cc1cccs1,0,6
Cc1ccc(NCc2cccnc2)cc1,-11,9
CCC(C)N(C(=O)COC(=O)CNC(=O)c1ccccc1F)C1CCS(=O)(=O)C1 (centres undefined),2,-1
COc1ccc(C(=O)N(C)CCCC2CCCC2)cc1OC1CCN(C(C)C)CC1,-6,4
CC(=O)c1ccc(OCC(=O)Nc2cccc(S(=O)(=O)N3CCCC3)c2)cc1,-7,-7
CCCN(CC(=O)Nc1ccccc1C)C(=O)c1cccc(S(=O)(=O)N2CCN(c3ccccc3)CC2)c1,-4,-5
CC1=CCC[C@@H]2[C@@](C)(CC/C(C)=C/C(=O)O)[C@H](C)CC[C@@]12C,7,-8
CC(NC(=O)C1CC12CCC2)c1ccccc1 (centres undefined),-11,5
Cc1ccc(S(=O)(=O)c2c(C)nn(C(C)(C)C)c2OC(=O)c2cccs2)cc1,3,0
O=C(NCC1CCCO1)c1cccc(S(=O)(=O)Nc2ccccc2Cl)c1 (centres undefined),1,3
COc1ccc(C(=O)N(C)C2CCCN(Cc3ccccc3F)C2)cc1C (centres undefined),-5,8
NC(=O)CSc1nc2ccccc2c(=O)n1-c1ccccc1,-1,-5
COC(=O)c1cc(N=Nc2c(C)[nH]c3ccccc23)cc(C(=O)OC)c1,18,-5
COc1cccc(C=NNC(=O)C(C)SC(C)C(=O)NN=Cc2cccc(OC)c2)c1 (centres undefined),-8,3
CC1(C)CC(NC(=O)C2CCN(S(=O)(=O)c3ccc(Cl)c(C(F)(F)F)c3)CC2)CC(C)(C)N1,20,-14
O=[N+]([O-])c1ccc2c(c1)[nH]c(=S)n2-c1ccccc1,28,-7
CCOc1ccc(-c2ccc(SCC(=O)NCC3CCCO3)nn2)cc1 (centres undefined),0,-7
Cc1ccc(S(=O)(=O)N2CCCCC2)cc1NC(=O)CSc1nnc(N)s1,-1,12
CC(=O)c1cccc(N2C(=O)CC(N3CCN(S(=O)(=O)c4ccccc4F)CC3)C2=O)c1 (centres undefined),-1,-4
COc1cc(C2c3cc(O)c(OC)cc3CC(C(=O)O)C2CO)ccc1O (centres undefined),-8,7
COc1ccc(CN(C)C(C)C(=O)Nc2ccc(S(=O)(=O)N3CCCCC3)cc2)cc1F (centres undefined),-17,8
Cc1ccc(-c2csc(C(O)c3ccc(F)c(F)c3)n2)cc1C (centres undefined),-7,-8
O=C(Nc1ccc(N2CCN(C(=O)c3cccs3)CC2)cc1)c1ccc([N+](=O)[O-])o1,121,-86
CCN1C(=O)[C@H]2[C@@H](c3ccc(C)cc3)N3C(=O)N(c4ccc(C(F)(F)F)cc4)C(=O)[C@@]3(Cc3ccccc3)[C@H]2C1=O,12,-2
Cc1ccc(-n2nc3c(c2NC(=O)c2ccc4c(c2)OCO4)CS(=O)C3)c(C)c1 (centres undefined),-12,3
N#CCC(=O)Nc1ccc(C(F)(F)F)cc1N1CCOCC1,7,5
O=C(CCSc1ccc(Cl)cc1)N1CCN(c2ncccn2)CC1,1,-15
C=C(C)COc1ccc(-c2nc(N)ncc2Oc2ccccc2OCC)c(O)c1,6,7
CN1CCN(c2ccc(S(=O)(=O)N3CCOCC3)cc2NC(=O)COc2ccc(C#N)cc2)CC1,4,-6
C=CCNC(=O)c1ccc(N(CC=C)S(C)(=O)=O)cc1,-2,9
O=C(CCCOc1ccc(Cl)cc1Cl)Nc1nnc(C2CC2)s1,-2,-3
Cc1ccc(NC(=O)c2ccc(NCCCN3CCOCC3)c([N+](=O)[O-])c2)cc1Cl,22,11
Cc1ccc(S(=O)(=O)N(Cc2cc3ccccc3[nH]c2=O)c2cccc(C)c2)cc1,0,-7
CCOC(=O)CSc1cc(=O)n(C)c2cc(Cl)ccc12,-1,6
CN(C)c1ccc(-c2cccc(C3CC=CC4C3C(=O)N(Cc3ccccc3)C4c3ccc(C(F)(F)F)cc3)c2)cc1 (centres undefined),-8,4
COc1ccc(CCNC(=O)C2CCCN2C(=O)Nc2ccc(Cl)cc2)cc1OC (centres undefined),-20,4
O=C(O)c1c[nH]c2ccc(F)cc2c1=O,-3,-1
Cc1c(/C(O)=C2\C(=O)C(=O)N(CCN(C)C)C2c2cccnc2)cnn1-c1ccccc1 (centres undefined),-27,10
COCCNC(=S)N1CCN(S(=O)(=O)c2ccc(Cl)s2)CC1,0,-4
Cc1c(C(=O)N2CCCCC2)sc(N)c1C#N,-1,-4
CC1Cc2ccccc2N1C(=O)COC(=O)c1ccc(Cl)nc1 (centres undefined),-7,8
Cc1ccsc1/C=N/Nc1ccc(Cl)nn1,6,-14
CN(c1ccccc1)S(=O)(=O)c1ccc(C(=O)NCc2ccc(F)cc2)cc1,3,-5
O=C(c1ccc2ncsc2c1)N1CCN(c2cccc(C(F)(F)F)c2)CC1,9,5
CN(C(=O)c1cccc(NC(=O)C2CCCN(C(=O)OC(C)(C)C)C2)c1)C1CCCC1 (centres undefined),6,4

# Additional entries follow:
SMILES,TAG inh,TAG inh DAPI viability
Cc1ccc(/C=N/Nc2nc(N3CCOCC3)nc(N3CCOCC3)n2)o1,24,-11
Cc1cn([C@H]2C[C@H](O)[C@@H](CNCc3ccc(C#CCCO)cc3)O2)c(=O)[nH]c1=O,1,9
CC1(C)Cc2c(sc(NC(=O)c3ccc4ncsc4c3)c2C(N)=O)C(C)(C)N1,5,7
COc1ccc(NC(=O)CSc2nc(=O)n(CCN3CCOCC3)c3c2CCC3)c(OC)c1,29,2
O=C(CSCC(=O)N1CCCCC1)Nc1nc(-c2ccccc2)c(-c2ccccc2)s1,36,0
Cc1nnc(SCC(=O)N2CCN(S(=O)(=O)c3ccc(Cl)cc3)CC2)n(N)c1=O,4,-1
CC(=O)N1CCN(S(=O)(=O)c2cccc(C(=O)N(Cc3ccccc3)c3ccc(C)cc3)c2)CC1,12,-15
O=C(CCNS(=O)(=O)c1ccc(Br)s1)N1CCCCC1,-6,6
CC1CCCN(C(=O)COC(=O)c2ccc(=O)n(Cc3ccccc3)n2)C1 (centres undefined),-6,-9
CCOC(=O)C1CCCN(C(=O)Cc2ccc(Cl)cc2)C1 (centres undefined),9,-14
Cc1ccc(/C(O)=C2/C(=O)C(=O)N(Cc3cccnc3)C2c2ccccn2)cc1 (centres undefined),6,-29
O=C(c1ncc[nH]1)c1cccs1,-6,2
Cc1nnc(NC(=O)c2ccc(S(=O)(=O)N3CCCCC3)cc2)s1,5,1
O=C(Cn1ccc2ccccc2c1=O)N1CCN(Cc2ccc3c(c2)OCO3)CC1,-6,-1
Cc1ccc(S(=O)(=O)N2CCC(C(=O)OCC(=O)N3CCCC3=O)CC2)cc1C,-2,0
CCc1cc2c(COC(=O)c3cc(S(=O)(=O)N4CCOCC4)ccc3F)cc(=O)oc2cc1O,15,7
C[C@@H]1CN([C@@H](C)CO)C(=O)CCCn2nncc2CO[C@H]1CN(C)C(=O)C1CC1,-24,5
COc1cccc(NC(=O)CSc2nccn2-c2cccc(OC)c2)c1,-8,-5
CNc1n[nH]c(-c2ccccc2)n1,8,1
FC(F)(F)c1cccc(N2CCN(C(=S)NC3CCCC3)CC2)c1,-21,-3
O=c1ccc2ccc(OCCOc3cccc(Cl)c3)cc2o1,-14,-3
CCOc1cc(C2NC(=O)c3ccccc3O2)ccc1OC (centres undefined),-7,-2
N#Cc1ccc(NC(=O)COC(=O)C2CCC2)cc1,-5,-1
CC(C)(C)c1ccc(N2C(=O)CC(C/C=C/c3ccccc3)C2=O)cc1 (centres undefined),-10,18
Cc1cc(C)nc(NC(=O)c2cccs2)n1,-6,5
COc1ccc(-n2c(=S)[nH]c3sc(-c4ccccc4)cc3c2=O)c(OC)c1,8,-4
Nc1nnc(SCC(=O)OCC(=O)Nc2ccccc2F)s1,7,4
COc1ccc(OC)c(NC(=O)c2ccno2)c1,-12,7
O=C1[C@H]2CCC=C[C@H]2[C@H](c2cccc(Br)c2)N1Cc1ccccc1,3,-5
Cc1noc(C)c1NC(=O)N(C)C[C@H]1Oc2ccc(NS(=O)(=O)c3cccs3)cc2C(=O)N([C@H](C)CO)C[C@@H]1C,-131,5
CCCCn1c(N)c(N(CCOC)C(=O)c2cccc(-n3cnnn3)c2)c(=O)[nH]c1=O,-7,8
Cc1cn([C@@H](CCCCNC(=O)OC(C)(C)C)C(=O)NCCCCCCCCCCC(=O)N2CCN(C(=O)OC(C)(C)C)CC2)nn1,-39,3
CCOC(=O)c1c(NCC(C)C)c2ccccc2[nH]c1=O,-14,14
CCCc1nc(SCC(=O)c2ccccc2)c2c(=O)n(C)c(=O)n(C)c2n1,5,5
COc1ccc(C(=O)O)cc1S(=O)(=O)N(CCc1ccccc1)Cc1ccccc1,5,3
COCCCNC(=O)c1cccs1,-17,9
CC(C)c1ccccc1NC(=O)c1ccccc1NC(=O)C1CCCCC1,23,-1
COC(=O)c1ccccc1OCCN1CCCCCC1,9,7
CCN(CC)C(=O)Cn1cc(S(=O)(=O)CC(=O)Nc2cc(C)on2)c2ccccc21,18,-1
Cc1ccc(S(=O)(=O)N/N=C/C(C)(C)CO)cc1,-11,7

# Overlap with the part before: three entries, followed by the next part.
SMILES,TAG inh,TAG inh DAPI viability
COC(=O)c1ccccc1OCCN1CCCCCC1,9,7
CCN(CC)C(=O)Cn1cc(S(=O)(=O)CC(=O)Nc2cc(C)on2)c2ccccc21,18,-1
Cc1ccc(S(=O)(=O)N/N=C/C(C)(C)CO)cc1,-11,7
C=C(CC[C@@H](O)C(C)(C)O)[C@H]1CC[C@]2(C)[C@@H]1CCC1[C@@]3(C)CC[C@H](O)C(C)(C)C3CC[C@]12C (some centres undefined),3,-1
COCc1cc(=O)oc2cc(NS(=O)(=O)c3ccc(C)cc3)ccc12,-12,53
CS(=O)(=O)N1CCC(c2noc(-c3ccc(C(F)(F)F)cc3)n2)CC1,-16,6
CCCN(CC(=O)Nc1ccccc1OC)C(=O)C1=COCCO1,9,5
Cc1ccc(-c2noc(CSc3ccccc3)n2)cc1,-5,-2
COc1cccc(C(CNc2ccc(S(=O)(=O)N3CCN(C)CC3)cc2[N+](=O)[O-])N(C)C)c1 (centres undefined),2,24
CC(C)C(=O)Nc1ccccc1-c1nc2ccccc2[nH]c1=O,0,-6
Cc1ccc(S(=O)(=O)Nc2ccccc2C=NNC(=O)c2ccncc2)cc1,-10,0
Cc1ccc(-n2cc(CN3CCNC(=O)CC3)c(-c3ccc(F)cc3)n2)cc1,11,-8
COc1ncnc2c1oc1nc(C)c3c(c12)CC(C)(C)OC3,13,-14
O=[N+]([O-])c1ccc(Cl)c(/C=N/Nc2nc(N3CCOCC3)nc(N3CCOCC3)n2)c1,24,15
O=C(Nc1nnc(SCc2ccc(Cl)cc2)s1)c1ccco1,11,-4
O=c1c2ccccc2oc2cc(NCCCn3ccnc3)ccc12,8,i
CCOc1ccccc1Nc1nnc(SCC(=O)Nc2ccc3[nH]c(=O)[nH]c3c2)s1,-7,2
Cc1cc([N+](=O)[O-])nn1CC(=O)Nc1cc(F)ccc1F,-22,10

# Molecules shown so far that contain an aryl thioether with sulfur outside any ring (13):
SMILES,TAG inh,TAG inh DAPI viability
NC(=O)CSc1nc2ccccc2c(=O)n1-c1ccccc1,-1,-5
CCOc1ccc(-c2ccc(SCC(=O)NCC3CCCO3)nn2)cc1 (centres undefined),0,-7
Cc1ccc(S(=O)(=O)N2CCCCC2)cc1NC(=O)CSc1nnc(N)s1,-1,12
O=C(CCSc1ccc(Cl)cc1)N1CCN(c2ncccn2)CC1,1,-15
CCOC(=O)CSc1cc(=O)n(C)c2cc(Cl)ccc12,-1,6
COc1ccc(NC(=O)CSc2nc(=O)n(CCN3CCOCC3)c3c2CCC3)c(OC)c1,29,2
Cc1nnc(SCC(=O)N2CCN(S(=O)(=O)c3ccc(Cl)cc3)CC2)n(N)c1=O,4,-1
COc1cccc(NC(=O)CSc2nccn2-c2cccc(OC)c2)c1,-8,-5
Nc1nnc(SCC(=O)OCC(=O)Nc2ccccc2F)s1,7,4
CCCc1nc(SCC(=O)c2ccccc2)c2c(=O)n(C)c(=O)n(C)c2n1,5,5
Cc1ccc(-c2noc(CSc3ccccc3)n2)cc1,-5,-2
O=C(Nc1nnc(SCc2ccc(Cl)cc2)s1)c1ccco1,11,-4
CCOc1ccccc1Nc1nnc(SCC(=O)Nc2ccc3[nH]c(=O)[nH]c3c2)s1,-7,2

# These rows are one share of the data; rates above refer to the full screens.
